Pol beta inh: DNA polymerase beta (human) inhibition. 1.3% of 340,000 active. Pol beta primer extension/strand displacement, fluorescence kinetic. P06746. Potency, µM (highest dose often 114 µM), for the others: at the highest dose activity change, negative = inhibition, most hits filed as inhibitors; note: potency is the fitted concentration of half-maximal effect; % is set by controls: 0 for no effect and ±100 for the full control effect
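Kinetic readout of DNA synthesis with strand displacement by Pol beta. Compound and 10 nM enzyme sit 15 min at room temperature; 50 nM substrate starts the reaction, read immediately and at 10 min.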
BLM inh: blocks DNA unwinding by human BLM helicase. P54132. recombinant BLM DNA unwinding, fluorescence dequenching. Potency, µM (series often up to 56.1 µM), inactives show top-dose activity change, negative = inhibition, usual class: inhibitors. 0.2% of 350,000 active. AID 2528;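 note: potency is the fitted concentration of half-maximal effect; plate controls were vehicle for no effect and no enzyme for full effect; nearly all actives have a fitted effect of over 35% in size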
Target sequence (P54132 whole entry, looked up): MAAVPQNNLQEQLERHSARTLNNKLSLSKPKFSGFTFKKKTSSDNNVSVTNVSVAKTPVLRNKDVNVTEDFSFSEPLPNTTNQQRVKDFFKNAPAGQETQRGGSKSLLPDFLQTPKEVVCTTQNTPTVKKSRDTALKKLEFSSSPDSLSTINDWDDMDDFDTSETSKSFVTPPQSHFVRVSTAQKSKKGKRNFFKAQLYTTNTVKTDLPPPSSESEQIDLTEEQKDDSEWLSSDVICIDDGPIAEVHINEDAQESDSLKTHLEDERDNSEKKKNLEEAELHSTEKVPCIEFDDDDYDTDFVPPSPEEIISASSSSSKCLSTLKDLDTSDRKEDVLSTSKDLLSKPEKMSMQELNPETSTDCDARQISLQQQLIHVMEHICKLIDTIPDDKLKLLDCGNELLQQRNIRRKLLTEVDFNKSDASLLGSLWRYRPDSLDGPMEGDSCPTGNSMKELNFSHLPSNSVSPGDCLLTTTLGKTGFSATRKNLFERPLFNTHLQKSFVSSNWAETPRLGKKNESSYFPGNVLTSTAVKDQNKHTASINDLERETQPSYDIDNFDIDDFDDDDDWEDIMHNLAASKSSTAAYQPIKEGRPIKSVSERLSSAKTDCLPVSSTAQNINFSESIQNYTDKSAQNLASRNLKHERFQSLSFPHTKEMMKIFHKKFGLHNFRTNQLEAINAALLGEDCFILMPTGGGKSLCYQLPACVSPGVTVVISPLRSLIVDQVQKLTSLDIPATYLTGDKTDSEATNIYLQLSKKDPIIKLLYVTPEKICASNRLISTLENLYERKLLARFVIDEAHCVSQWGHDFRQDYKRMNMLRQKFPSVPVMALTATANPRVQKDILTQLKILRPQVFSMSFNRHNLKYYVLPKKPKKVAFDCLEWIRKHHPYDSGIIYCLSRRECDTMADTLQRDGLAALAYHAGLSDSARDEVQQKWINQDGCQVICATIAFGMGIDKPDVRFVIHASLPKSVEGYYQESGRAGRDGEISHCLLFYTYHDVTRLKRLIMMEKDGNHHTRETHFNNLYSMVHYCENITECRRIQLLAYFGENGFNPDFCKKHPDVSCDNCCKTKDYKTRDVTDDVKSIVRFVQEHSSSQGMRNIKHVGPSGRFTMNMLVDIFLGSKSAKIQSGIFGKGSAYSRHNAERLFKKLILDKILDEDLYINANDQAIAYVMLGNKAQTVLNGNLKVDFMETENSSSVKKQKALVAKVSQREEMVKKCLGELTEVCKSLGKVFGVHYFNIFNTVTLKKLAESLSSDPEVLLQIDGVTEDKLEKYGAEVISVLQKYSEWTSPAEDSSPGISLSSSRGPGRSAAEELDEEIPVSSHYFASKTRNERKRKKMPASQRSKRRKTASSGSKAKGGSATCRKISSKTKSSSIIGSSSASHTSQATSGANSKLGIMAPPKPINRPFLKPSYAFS
APEX1 inh: APE1 (human) endonuclease inhibition. P27695. recombinant APE1, TAMRA/BHQ-2 abasic DNA cleavage fluorescence. Potency, µM (top dose mostly 65.8 µM), without a hit: at the highest dose activity change, negative = inhibition, most hits filed as inhibitors. 0.35% of 350,000 active. AID 2517;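 note: potency is the fitted concentration of half-maximal effect; plate controls were vehicle for no effect and reference inhibitor for full effect; nearly all actives have a fitted effect of over 55% in size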
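Incision of a quenched TAMRA/BHQ-2 THF abasic-site duplex (50 nM) by 0.75 nM APE1, after 15 min compound preincubation, measured as fluorescence increase over three 60 s reads. Values normalized to buffer, DMSO and NSC13755 control wells.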
TRHR agonist: agonists of human TRH receptor. P34981. TRHR cells, calcium flux fluo-8, FDSS agonist mode. activation, % at 2 µM. 0.18% of 360,000 active; in the data active = activation above about 30%; note: 0% is about no effect
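Read-out: compound-evoked intracellular calcium rise in TRHR cells, fluo-8 dye, kinetic FDSS fluorescence at 1 s/cycle following a 10-cycle baseline. Cells cultured overnight before dye loading (30 min–1.5 h, RT).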
Pol iota inh: inhibitors of human DNA polymerase iota. 1% of 390,000 active. Q9UNA4. Potency, µM (doses to about 115 µM), for inactives: top-dose activity, negative = inhibition, usual class: inhibitors. AID 588590. Pol iota fluorescent replication assay, 10 min; note: potency is the fitted concentration of half-maximal effect
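Fluorescent replication assay read twice, at 0 min and 10 min after adding 50 nM (final) substrate. Enzyme (10 nM) and compounds were first incubated 15 min at room temperature; enzyme-free buffer wells were negative controls.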
ERG Ets-DNA blk: inhibitors of human ERG Ets domain-DNA interaction | P11308 | fluorescence polarization, His-ERG Ets domain / labelled DNA | Potency, µM (highest dose often 76.9 µM), for the others: top-dose FP activity, negative = inhibition, usual class: inhibitors | 0.028% of 370,000 active; active = well fitted inhibition curve with a large enough effect in the polarisation, with a control signal flat; inconclusive = small, poorly fitted or top-dose-only effect, or effect the other way, or a change in a side signal; inactive = no such curve, though single readings can be large or run the other way; the % refers to the polarisation;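 note: polarization taken with two DNA probes labelled with fluorescein and Texas red; potency is the fitted concentration of half-maximal effect; % of control where 0% means no effect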
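His-tagged ERG Ets domain (1 uM in the protein solution; 300mM KCl, 50mM Tris-HCl, 1mM EDTA, 1mM DTT, pH 7.5) received compound, then a probe mix of 5 nM fluorescein-DNA and 100nM Texas-615-DNA. Fluorescence polarization was read for both dyes.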
Anesthetic bind: binds horse apoferritin like a general anesthetic; AID 485281; Potency, µM (highest dose often 77.5 µM), for the others: top-dose activity change, negative = displacement, most hits filed as inhibitors; apoferritin/1-aminoanthracene competitive binding, fluorescence; 0.074% of 350,000 active; note: potency is the fitted concentration of half-maximal effect; % is set by controls: 0 for no effect and ±100 for the full control effect; nearly all actives have a fitted effect of over 20% in size
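10 uM apoferritin + 50% sat. 1-AMA, PBS; cpd 10 min RT; Ex380/Em535 endpoint; normalized to free probe vs complex; 4-param Hill fit; propofol titration as pos. ctrl.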
12-LOX inh: inhibitors of human 12S-lipoxygenase ALOX12; Potency, µM (highest dose often 108 µM), inactives show top-dose activity change, negative = inhibition, most hits filed as inhibitors; AID 1671190; 1.1% of 580,000 active; purified 12hLO, xylenol orange hydroperoxide absorbance; note: potency is the fitted concentration of half-maximal effect; % is set by controls: 0 for no effect and ±100 for the full control effect
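Purified human 12hLO (150 nM final) in 25 mM Hepes, 0.01% Triton X-100, pH 7.0 was preincubated 15 min at room temperature with compound. Then 40 uM arachidonic acid was added, 30 min. Hydroperoxide was read by Fe-XO absorbance ratio 573/405 nm.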
POLK inh: blocks human DNA polymerase kappa activity | Q9UBT6 | purified Pol kappa, fluorescent DNA synthesis assay, 10 min | Potency, µM (top dose mostly 107 µM), without a hit: at the highest dose activity, negative = inhibition, usual class: inhibitors | 0.53% of 400,000 active; note: potency is the fitted concentration of half-maximal effect; % is set by controls: 0 for no effect and ±100 for the full control effect
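50 nM final substrate added after 15 min RT preincubation of 10 nM Pol kappa with compound; fluorescence read at 0 and 10 min.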
Active calls of the source: *; ? = inconclusive; / = no result given; & = joins results of further samples; [ ] = another dose, or the depositor's remark. Unless noted, calls come from the whole dose curve; as a rule, active = well fitted curve in the direction sought with a large enough effect; inconclusive = small, poorly fitted or top-dose-only effect, or another doubt; inactive = no such curve, though single readings can be large; an effect the other way counts as inactive or inconclusive. Some of the compounds tested (hit frequency here may not be typical).

No.	molecule	Pol beta inh	BLM inh	APEX1 inh	TRHR agonist	Pol iota inh	ERG Ets-DNA blk	Anesthetic bind	12-LOX inh	POLK inh
1	COc1ccc(OC)c(NC(=O)C2CCCN(S(=O)(=O)c3c(C)nn(C)c3C)C2)c1 (stereo not given)	4%	1%	/	-0.3	66%&52%[activator]	2%&3%	-5%	-1%&-2%	3%&-5%
2	O=C(Nc1cc(S(=O)(=O)N2CCOCC2)ccc1Cl)c1cc(=O)c2ccccc2o1	3%	-3%	?	-1.8	-11%	-4%	-11%	-6%	9%
3	O=C(Cn1ncc2c3ccccc3n(Cc3ccc(Cl)cc3)c2c1=O)NCCCN1CCCC1=O	20%	0%	0%	-0.5	-1%	-2%	-8%	-23%	-5%
4	COc1ccc(NC2=NC(=S)N(c3cccc(C)c3)C23CCCCC3)cc1	1%	0%	-1%	-0.7	58%[activator]	61%[activator]	2%	0%	-1%
5	CC(C)C(=O)Nc1nnc(NC(=S)Nc2ccccc2)s1	31%	1%	-3%	-0.1	96%[activator]	16%	-12%	?	7%
6	CCN(CC(=O)NCCCn1ccnc1)S(=O)(=O)c1ccc(C)cc1	48%	-2%	0%	0.1	81%[activator]	20%	6%	5%	4%
7	CC(C)NC(=O)c1ccccc1NC(=O)C1CC(=O)N(C(C)C)C1 (stereo not given)	4%	1%	1%	0.4	2%	-12%	-1%	-20%	-2%
8	CCOC(=O)c1cnc2cc(F)c(F)cc2c1N1CCN(C)CC1	-23%	0%	7%	-0.3	/	/	0%	10%	/
9	Cc1ccc(-c2cc(C(=O)N/N=C/C(Br)=C/c3ccccc3)n[nH]2)o1	35µM*	-12%	-2%	0.3	?	4%	-21%	-10%	?
10	CCOCCOC(=O)c1ccc(-n2cncn2)nc1	3%	2%	-4%	-1.3	5%	2%	-16%	0%	-8%
11	COC(=O)c1cccc(NC(=O)CSc2nncn2-c2ccccn2)c1	0%	-2%	56%[activator][12.4 µM]	-0.1	63%[activator]	-5%	-8%	10%	9%
12	O=C(CCCn1c(=S)[nH]c2ccccc2c1=O)NCc1ccco1	34%	-4%	18%	0.1	8%	-15%	-4%	6%	-17%
13	C/C(=N\Nc1ccccn1)c1ccc(C(C)C)cc1	-1%	-17%	5%	0.0	28%	2%	-19%	-12%	1%
14	N#C/C(=C\c1ccc([N+](=O)[O-])o1)c1nc2ccccc2[nH]1	24%	-19%	-6%	17	14%	58%[activator]	7%	-9%	-6%[60.1 µM]
15	N/C(=N\OC(=O)Cc1ccccc1)c1ccc(Br)cc1	8%	-5%	3%	0.3	13%	-3%	-6%	0%	-5%
16	COC(=O)c1cccnc1-n1c(=O)c2cccnc2n(CC(=O)Nc2cccc(C(F)(F)F)c2)c1=O	-3%	-3%	/	0.3	-13%	9%	-3%	-17%	-14%
17	Cc1cccc(N2CCn3c2nc2c3c(=O)n(CCc3ccccc3)c(=O)n2C)c1	40µM*	-4%	/	-0.5	19%	-1%	?	-23%	-16%
18	CCCC(C)NC(=O)Cc1ccccc1[N+](=O)[O-] (stereo not given)	30%	2%	5%	-1.3	30%[activator]	2%	-11%	-5%	-3%
19	CCCCNC(=O)CCCn1c(=O)c2ccccc2n(Cc2ccccc2C)c1=O	-25%	-2%	/	-0.8	-11%	-2%	8%	0%	1%
20	COCC(=O)N(C)[C@H]1C[C@H]2c3cc(-c4ccccc4)ccc3CCN2C(=O)[C@H]1[C@H](C)O	/	/	/	/	37%[activator]	3%	/	4%	-1%
21	CCOc1cc(C2c3c(n[nH]c3C)C(=O)N2c2ccc(Br)cc2)ccc1O (stereo not given)	2%	-17%	?	0.4	?	-2%	-1%	20%	-10%
22	CN1CCc2c(sc3c2C(=O)NC(c2cccs2)N3)C1 (stereo not given)	12%	-2%	-7%	1.7	?	/	-4%	361%[activator]	1%[60.1 µM]
23	O=C1OC[C@@H]2CCCN2C(=O)[C@H](CC(=O)N(CCO)Cc2ccccc2)C/C=C\C[C@H]1Cc1ccc(F)cc1	/	/	-11%	/	33%	9%	/	14%	0%
24	CC(OC(=O)c1ccc2c(=O)n3c(nc2c1)CCCCC3)C(=O)Nc1ccc(Cl)cn1 (stereo not given)	34%	-8%	11%	-0.5	13%	-3%	2%	-8%	3%
25	Cn1ncc(C#N)c1/N=C/N1CCCCC1	-1%	-1%	1%	0.0	2%	-16%	-7%	0%	-10%
26	CC(=O)c1ccc(NC(=S)NC(=O)c2c(Cl)c(C)nn2C)cc1	34%	-6%	2%	0.5	177%[activator]	-1%	-13%	?	-10%
27	Cc1nc2sccn2c(=O)c1S(=O)(=O)N1CCN(c2ccccc2)CC1	18%	1%	30%	-0.1	9%	-18%	-7%	8%	-1%
28	Cn1c(C(=O)NCCCN2CCCCCC2)cc2c(=O)n(C)c3ccccc3c21	10%	83%[activator]	-12%	0.0	-24%	7%	-14%	410%[activator]	6%
29	O=C(CNC(=O)c1ccco1)NCc1nc2ccccc2[nH]1	2%	-4%	36%	0.3	14%	-18%	-2%	?	13%
30	COc1ccc(OCCNC(=O)CCCO)cc1	1%	-4%	2%	0.1	11%	27%	-6%	167%[activator]	8%
31	Cc1nc2sccn2c1P(c1c(C)nc2sccn12)c1c(C)nc2sccn12	-1%	0%	5%	-0.3	8%	/	-8%	?	0%
32	CC(=O)Nc1sc2c(c1C(c1ccc(F)cc1)N1CCOCC1)CCCC2 (stereo not given)	-2%	-8%	-4%	-0.1	0%	-1%	?	-4%	-9%
33	Cc1ccc2c(c1)nnn2C1CCN(S(=O)(=O)c2ccc(C(=O)N3C(C)CCCC3C)cc2)CC1 (stereo not given)	3%	-7%	1%	-0.6	4%	-14%	?	?	-6%
34	O=C(NCc1ccccc1)c1noc2c1CCCC2	-4%	-3%	0%	-0.1	0%	-6%	-14%	0%	5%
35	Cc1c(C)n(C)c2ccc(C(=O)NCCCN3CCN(c4ccc(F)cc4)CC3)cc12	25%	0%	3%	-0.9	-13%	-3%	-15%	3%	-5%
36	Cc1ccc(Cl)cc1NC(=S)NCCCSC1CCCCC1	-1%	-12%	-2%	0.4	34%[activator]	2%	-8%	35µM*	-8%
37	CN(CCO)C(=O)C1CCN(c2ncc(C(F)(F)F)cc2Cl)CC1	?	-3%	-4%	0.1	28%	1%	?	3%	?
38	COc1ccc(S(=O)(=O)N2CCN(CC(=O)Nc3ccc(C)c(F)c3)CC2)cc1	-4%	-13%	-3%	1.2	21%	5%	-16%	0%	-6%
39	O=C(Nc1ccccc1)c1ccc(Br)c(S(=O)(=O)N2CCCCC2)c1	-22%	-9%	/	0.7	0%	-1%	-5%	-13%	-5%[60.1 µM]
40	O=C(COC(=O)c1ccc(S(=O)(=O)N2CCOCC2)cc1)NC1CCCCCCC1	0%	0%	0%	-0.8	1%	-1%	-16%	-3%	-7%
41	COc1ccc(N2C(=O)/C(=C/c3ccc([N+](=O)[O-])cc3)N=C2C)c(OC)c1	-1%	-9%	-2%	0.6	78%[activator]	-11%	-11%	-2%	2%
42	Cc1ccc(S(=O)(=O)N2CCOCC2)cc1NC(=O)COC(=O)CCOc1ccc(C(C)(C)C)cc1	/	/	-27%	0.9	-21%	6%	/	-4%	-13%
43	COc1ccc([C@H]2CC(=O)C=C(c3cccc(OC)c3)C2)cc1	/	/	4%	-0.2	35%[activator]	7%	/	-10%	-2%
44	C(=N\n1cnc2ccccc21)/c1cccnc1	-11%	3%	6%	1.0	5%	4%	-15%	3%	-3%
45	O=[N+]([O-])c1ccc(Cl)c(S(=O)(=O)N2CCCCCC2)c1	18%	-2%	2%	0.2	15%	4%	-21%	/	8%
46	CCOc1ccc(S(=O)(=O)NCc2cccnc2)cc1C	-19%	2%	-5%	14	34%[activator]	0%	-12%	1%	-4%
47	Cc1cc(OC(C)C(=O)N2CCC(c3nc4ccccc4o3)CC2)ccc1Cl (stereo not given)	0%	-7%	/	0.5	26%	-2%	-13%	0%	-3%
48	Cc1ccc(S(=O)(=O)N(C)CC(=O)O/N=C(\N)c2ccc([N+](=O)[O-])cc2)cc1	5%	-4%	-4%	-0.3	-4%	-4%	?	?	-9%

Some of these compounds in order of count of non-hydrogen atoms, smallest number first.
No.	molecule	Pol beta inh	BLM inh	APEX1 inh	TRHR agonist	Pol iota inh	ERG Ets-DNA blk	Anesthetic bind	12-LOX inh	POLK inh
34	O=C(NCc1ccccc1)c1noc2c1CCCC2	-4%	-3%	0%	-0.1	0%	-6%	-14%	0%	5%
45	O=[N+]([O-])c1ccc(Cl)c(S(=O)(=O)N2CCCCCC2)c1	18%	-2%	2%	0.2	15%	4%	-21%	/	8%
36	Cc1ccc(Cl)cc1NC(=S)NCCCSC1CCCCC1	-1%	-12%	-2%	0.4	34%[activator]	2%	-8%	35µM*	-8%
39	O=C(Nc1ccccc1)c1ccc(Br)c(S(=O)(=O)N2CCCCC2)c1	-22%	-9%	/	0.7	0%	-1%	-5%	-13%	-5%[60.1 µM]
32	CC(=O)Nc1sc2c(c1C(c1ccc(F)cc1)N1CCOCC1)CCCC2 (stereo not given)	-2%	-8%	-4%	-0.1	0%	-1%	?	-4%	-9%
48	Cc1ccc(S(=O)(=O)N(C)CC(=O)O/N=C(\N)c2ccc([N+](=O)[O-])cc2)cc1	5%	-4%	-4%	-0.3	-4%	-4%	?	?	-9%

Assay outcomes deposited in PubChem by National Center for Advancing Translational Sciences (NCATS).
